Bioassay records from PubChem.
NCI-60 one-dose screen, 48 h, at 10 µM unless noted. Numbers give growth in % (100 = growth as untreated, 0 = no growth, -100 = all killed).
NCI-H23: NCI-H23 lung cancer | hit rate 4% among 80,000 | AID 1794731
HCT-15: HCT-15 colon cancer; AID 1794746; hit rate 5.2% among 82,000
NCI-H322M: NCI-H322M lung cancer; hit rate 2.7% among 80,000; AID 1794733
COLO 205: COLO 205 colon cancer; hit rate 7.3% among 79,000
HT29: HT29 colon cancer; hit rate 7.4% among 81,000; AID 1794748
NCI-H460: NCI-H460 lung cancer. hit rate 6.8% among 82,000
SW-620: SW-620 colon cancer; hit rate 5.2% among 82,000; AID 1794795
NCI-H226: NCI-H226 lung cancer | hit rate 3.5% among 79,000
NCI-H522: NCI-H522 lung cancer; hit rate 8% among 78,000; AID 1794739
Numbers without * were called inactive; / = not tested or not shown; & = joins results of further samples. Rule for the calls: active = growth percent below 10; inactive = the rest.

Abbreviations – A = NCI-H23; B = HCT-15; C = NCI-H322M; D = COLO 205; E = HT29; F = NCI-H460; G = SW-620; H = NCI-H226; I = NCI-H522
> Cc1c(C)n(CC(O)CNC2CCCCC2C)c2ccccc12 (stereo unspecified)
  A: -20* | B: -16* | C: 32 | D: -85* | E: -50* | F: 11 | G: -77* | H: / | I: /
> O=C1c2c(c3c4cccnc4[nH]c3c3ccc4ccccc4c23)C(=O)N1CCN1CCOCC1
  A: 45 | B: 48 | C: 85 | D: 67 | E: 53 | F: 11 | G: 47 | H: 72 | I: 60
> COc1cc2oc(-c3cccc(NC(=O)[C@@H](N)CO)c3)cc(=O)c2c(OC)c1OC
  A: 113 | B: 106 | C: 116 | D: 119 | E: 108 | F: 117 | G: 117 | H: 109 | I: 101
> COc1ccc2c(c1)c(-c1nonc1-c1cn(C)c3ccc(OC)cc13)cn2C
  A: 59 | B: 25 | C: 71 | D: 33 | E: 13 | F: 13 | G: 16 | H: 75 | I: 18
> CCOC(=O)c1c(NC(=O)c2ccc(C(C)(C)C)cc2)sc2cc(O)ccc12
  A: 90 | B: 70 | C: 87 | D: 110 | E: 81 | F: 98 | G: 92 | H: 88 | I: 96
> CCN(CC)c1ccccc1-c1ccccc1
  A: 102 | B: 110 | C: 103 | D: 107 | E: 109 | F: 106 | G: 104 | H: 99 | I: 99
> OC(CCN1CCCC1)(c1ccccc1)C1CCCCC1 (stereo unspecified)
  A: 103 | B: 92 | C: / | D: 117 | E: 101 | F: 110 | G: 105 | H: 94 | I: 102
> S=c1n(CNc2ccc(Cl)nn2)nc(-c2cc(Cl)cc(Cl)c2Cl)n1/N=C/c1ccc(Cl)cc1
  A: 89 | B: 117 | C: 75 | D: 132 | E: 118 | F: 110 | G: 103 | H: 96 | I: 72
> O=C(CC1C(=O)N(C2CCCCC2)c2nc3ccccc3n21)Nc1cccc(F)c1 (stereo unspecified)
  A: 93 | B: 97 | C: 102 | D: 112 | E: 96 | F: 104 | G: 99 | H: 104 | I: 90
> COc1cc(C2CC(c3ccc(N4CCNCC4)cc3)=NN2)ccc1F (stereo unspecified)
  A: 75 | B: 86 | C: 89 | D: 94 | E: 20 | F: 95 | G: 92 | H: 89 | I: 66
> NCCCCCNc1noc(Cc2c[nH]c3cc(Br)ccc23)n1
  A: 31 | B: 36 | C: 33 | D: -0.7* | E: 3.9* | F: 13 | G: 19 | H: 61 | I: -38*
> C[C@H]1CC(O)=C(c2ccc3ccccc3n2)C(=O)O1
  A: 105 | B: 103 | C: 100 | D: / | E: 98 | F: 111 | G: 110 | H: 97 | I: 92
> O=S(=O)(O)SCCN1CCOCC1
  A: 116 | B: 101 | C: 117 | D: 140 | E: 101 | F: 100 | G: 104 | H: 103 | I: 107
> Cc1cc2ccccc2c[n+]1CC(=O)c1ccc(-c2ccccc2)cc1
  A: 49 | B: 84 | C: 78 | D: 32 | E: 25 | F: 46 | G: 49 | H: 61 | I: 27
> NS(=O)(=O)c1ccc(N/N=C(\CS(=O)(=O)c2ccccc2)c2cc3ccccc3o2)cc1
  A: 99 | B: 102 | C: 100 | D: / | E: 105 | F: 101 | G: 108 | H: / | I: 84

Structural class, the compounds so far containing a carbonyl joined to an NH by a bond outside any ring (3)
Abbreviations – A = NCI-H23; B = HCT-15; C = NCI-H322M; D = COLO 205; E = HT29; F = NCI-H460; G = SW-620; H = NCI-H226; I = NCI-H522
> COc1cc2oc(-c3cccc(NC(=O)[C@@H](N)CO)c3)cc(=O)c2c(OC)c1OC
  A: 113 | B: 106 | C: 116 | D: 119 | E: 108 | F: 117 | G: 117 | H: 109 | I: 101
> CCOC(=O)c1c(NC(=O)c2ccc(C(C)(C)C)cc2)sc2cc(O)ccc12
  A: 90 | B: 70 | C: 87 | D: 110 | E: 81 | F: 98 | G: 92 | H: 88 | I: 96
> O=C(CC1C(=O)N(C2CCCCC2)c2nc3ccccc3n21)Nc1cccc(F)c1 (stereo unspecified)
  A: 93 | B: 97 | C: 102 | D: 112 | E: 96 | F: 104 | G: 99 | H: 104 | I: 90

Part of the list above, with two lines to a compound:
Under each structure – NCI-H23, HCT-15, NCI-H322M, COLO 205, HT29, NCI-H460, SW-620, NCI-H226, NCI-H522
NCCCCCNc1noc(Cc2c[nH]c3cc(Br)ccc23)n1
    31, 36, 33, -0.7*, 3.9*, 13, 19, 61, -38*
O=S(=O)(O)SCCN1CCOCC1
    116, 101, 117, 140, 101, 100, 104, 103, 107
CCOC(=O)c1c(NC(=O)c2ccc(C(C)(C)C)cc2)sc2cc(O)ccc12
    90, 70, 87, 110, 81, 98, 92, 88, 96

Next part:
Abbreviations – A = NCI-H23; B = HCT-15; C = NCI-H322M; D = COLO 205; E = HT29; F = NCI-H460; G = SW-620; H = NCI-H226; I = NCI-H522
> Cc1ccc(/C=C/C(=O)c2ccc(C)cc2)cc1
  A: 97 | B: 97 | C: 109 | D: 114 | E: 95 | F: 110 | G: 105 | H: 102 | I: 92
> COc1ccc(CCn2cncc2-c2c[nH]c3cc(Br)ccc23)cc1
  A: 59 | B: 75 | C: 81 | D: 77 | E: 71 | F: 80 | G: 80 | H: 57 | I: 46
> O=C1[C@H]2Cc3c([nH]c4ccccc34)[C@@H](c3ccc(Cl)cc3)N2C(=O)CN1C1CCN(Cc2c(Cl)cccc2Cl)CC1
  A: 28 | B: 54 | C: 103 | D: 103 | E: 82 | F: 86 | G: 106 | H: 82 | I: 75
> N#CCCN(C(=O)Nc1ccc(Cl)c(Cl)c1)C1CCCCC1
  A: 80&81 | B: 96&96 | C: 88&129 | D: 99&110 | E: 86&96 | F: 95&90 | G: 104&103 | H: / | I: 66&73
> CCOC(=O)/C(C#N)=C1\CCC=C(C)C1
  A: 101 | B: 101 | C: 107 | D: 108 | E: 100 | F: 103 | G: 104 | H: 97 | I: 80
> CCC12CCC3c4ccc(O)cc4CCC3C1CC(O)C2O (stereo unspecified)
  A: 68 | B: 57 | C: 102 | D: / | E: 97 | F: 88 | G: 43 | H: / | I: 37
> c1cc2ccc3cc2cc1CNCCN1CCNCc2ccc4ccc(cc4c2)CNCCN(CCNC3)CCNCc2ccc3ccc(cc3c2)CNCC1
  A: -7.0* | B: 94 | C: 56 | D: -33* | E: 1.5* | F: 16 | G: 23 | H: 6.5* | I: 0.8*
> CCCCCCC12CCC(=O)N1CCc1cncn12 (stereo unspecified)
  A: 108 | B: 102 | C: 109 | D: 106 | E: 100 | F: 105 | G: 102 | H: 100 | I: 90
> Cn1c(SCC(=O)c2ccc(Br)cc2)nc2ccccc2c1=O
  A: 85 | B: 99 | C: 96 | D: 121 | E: 101 | F: 102 | G: 102 | H: 91 | I: 86
> NC1=Nc2cc(OCCCN3Cc4ccccc4C3)c(OCC3CC3)cc2C12CCCC2
  A: 77 | B: 25 | C: 92 | D: -63* | E: 5.5* | F: 70 | G: 76 | H: 81 | I: 40
> NS(=O)(=O)c1ccc(N=C2NC(=O)/C(=C/c3ccco3)S2)cc1
  A: 102 | B: 103 | C: 101 | D: 122 | E: 117 | F: 119 | G: 103 | H: 105 | I: 93
> CN(C)c1nc2sc3cc(Cl)c(Cl)cc3n2c(=O)c1C#N
  A: 108 | B: 99 | C: 101 | D: 118 | E: 102 | F: 96 | G: 114 | H: 88 | I: 86
> COc1ccc(-c2nnc(-c3ccc4c(c3)nc(-c3cccs3)n4C3CCCCC3)o2)cc1
  A: 72 | B: 47 | C: 89 | D: 51 | E: 44 | F: 68 | G: 96 | H: 83 | I: 45
> CCCCCC/C(C)=C\C(=O)OCC
  A: 96 | B: 99 | C: 104 | D: 102 | E: 103 | F: 108 | G: 108 | H: 95 | I: 105
> Nc1cccc(/C=C\C(=O)O)c1
  A: 105 | B: 104 | C: 113 | D: 108 | E: 116 | F: 104 | G: 104 | H: 93 | I: 105

Abbreviations – A = NCI-H23; B = HCT-15; C = NCI-H322M; D = COLO 205; E = HT29; F = NCI-H460; G = SW-620; H = NCI-H226; I = NCI-H522
> COc1cc(OC)c(C(=O)c2ccccc2[N+](=O)[O-])c(OC)c1
  A: 96 | B: 115 | C: 114 | D: 104 | E: 110 | F: 104 | G: 100 | H: 108 | I: 105
> CC(=O)C1CCC2C3CC4OCC5(CCC(=O)C=C45)C3CCC12C (stereo unspecified)
  A: 100 | B: 113 | C: 119 | D: 95 | E: 100 | F: 101 | G: 102 | H: 86 | I: 106
> Nc1ccc(Cl)nc1
  A: 101 | B: 87 | C: 81 | D: 126 | E: 104 | F: 109 | G: 95 | H: 100 | I: 113
> CCCCNCc1ccc(N(CC)CC)cc1
  A: 101 | B: 104 | C: 107 | D: 115 | E: 97 | F: 111 | G: 101 | H: / | I: 83
> Cc1c2ccccc2nc(CSC#N)[n+]1[O-]
  A: 97 | B: 102 | C: 101 | D: 105 | E: 104 | F: 105 | G: 108 | H: 97 | I: 96
> CN(C)c1ccnc(CNCCSC2(c3ccc(C(F)(F)F)cc3)c3ccccc3C=Cc3ccccc32)c1
  A: -39* | B: -91* | C: 43 | D: -82* | E: -62* | F: -89* | G: -83* | H: 26 | I: -65*
> CC(Oc1ccc(C(C)(C)C)cc1)C(=O)O (stereo unspecified)
  A: 102 | B: 102 | C: 105 | D: 104 | E: 111 | F: 108 | G: 116 | H: 100 | I: 88
> O=C(CCSCCC(=O)N/N=C/c1ccc(Cl)c(Cl)c1)N/N=C\c1ccc(Cl)c(Cl)c1
  A: 106 | B: 103 | C: 108 | D: 115 | E: 118 | F: 107 | G: 109 | H: 99 | I: 101
